TRPC6 inhibitor – mouse TRPC6 channel inhibitors, primary screen, cell-based, HEK293, membrane potential dye | B-score at 10 µM | ACh-evoked depolarization; hits give low values | 310,000 tested, 1.1% active;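 active = B-score under library mean minus 3 SD, initial fluorescence not abnormally high, positive integrated signal ratio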;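 also: B-score derived from integrated fluorescence ratio over the kinetic read; more negative B-score means stronger inhibition of depolarization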
TRPC6 act – mouse TRPC6 channel activators, primary screen, cell-based, HEK293, membrane potential dye; Short transient receptor potential channel 6 (Mus musculus), Q61143; 310,000 tested, 0.13% active; B-score at 10 µM; HEK293-TRPC6 membrane potential dye fluorescence; hits give high values; AID 2550, 2010;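 active = B-score of the integrated fluorescence ratio above library mean plus 3 SD, and starting fluorescence ratio within library mean plus 5 SD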;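 also: higher score means more depolarization so channel activation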
TRPC4 agonist – activators of mouse TRPC4 channel, primary screen, Fluo4 calcium, HEK293 TRPC4beta/mu-opioid cells. Fluo4 calcium fluorescence; hits give high values. B-score at 10 µM. 310,000 tested, 0.49% active. Short transient receptor potential channel 4 (Mus musculus), Q9QUQ5. AID 2237, 2010;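 active = B-score above 5 SD of library B-scores, and initial fluorescence ratio not above library mean plus 5 SD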;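 also: positive B-score marks a calcium rise read as TRPC4 activation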
Target sequence (Q9QUQ5 whole entry, looked up): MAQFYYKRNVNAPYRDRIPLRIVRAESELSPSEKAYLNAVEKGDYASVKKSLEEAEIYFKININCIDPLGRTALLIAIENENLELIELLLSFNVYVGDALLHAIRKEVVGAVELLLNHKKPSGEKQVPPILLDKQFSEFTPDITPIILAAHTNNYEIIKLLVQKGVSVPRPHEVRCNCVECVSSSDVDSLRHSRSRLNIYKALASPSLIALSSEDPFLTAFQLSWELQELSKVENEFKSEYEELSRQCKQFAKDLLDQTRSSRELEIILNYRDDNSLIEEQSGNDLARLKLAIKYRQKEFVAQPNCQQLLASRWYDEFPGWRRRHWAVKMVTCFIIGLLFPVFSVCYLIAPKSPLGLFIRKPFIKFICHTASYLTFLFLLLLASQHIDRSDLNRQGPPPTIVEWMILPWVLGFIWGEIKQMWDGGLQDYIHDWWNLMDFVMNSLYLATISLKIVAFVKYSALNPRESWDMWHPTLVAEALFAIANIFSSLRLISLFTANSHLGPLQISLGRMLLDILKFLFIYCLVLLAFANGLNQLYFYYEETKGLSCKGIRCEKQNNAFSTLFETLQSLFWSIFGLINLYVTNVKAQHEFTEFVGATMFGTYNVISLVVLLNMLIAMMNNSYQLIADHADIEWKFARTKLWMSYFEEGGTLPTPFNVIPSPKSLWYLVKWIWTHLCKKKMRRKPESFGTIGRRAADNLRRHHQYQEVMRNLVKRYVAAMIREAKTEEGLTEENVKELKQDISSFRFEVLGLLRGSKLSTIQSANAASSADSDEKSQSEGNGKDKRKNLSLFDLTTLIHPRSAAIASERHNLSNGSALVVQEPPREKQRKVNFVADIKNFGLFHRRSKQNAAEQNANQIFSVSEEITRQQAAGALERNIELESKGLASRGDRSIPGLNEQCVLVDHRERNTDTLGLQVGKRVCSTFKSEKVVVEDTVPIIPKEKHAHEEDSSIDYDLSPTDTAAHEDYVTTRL
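Assay system: HEK293 cells stably co-expressing mouse TRPC4beta and mu-opioid receptor / Timing: Fluo4 dye loading 45 min at room temperature, 110 s recording / Signal: Fluo4 calcium-sensitive dye fluorescence, kinetic, 1 Hz baseline / Read-out: integrated baseline-normalised fluorescence ratio, converted to per-well B score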
MrgX1 antag – antagonists of human MrgX1 receptor, primary screen, HEK293 cells, Fluo-4 calcium flux | Mas-related G-protein coupled receptor member X1 (Homo sapiens), Q96LB2 | BAM8-22 antagonism; hits give low values | B-score at 10 µM | 310,000 tested, 1.3% active;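 active = calcium-response B-score plate-corrected more than 3 library SD below zero, starting fluorescence within 5 deviations, no agonist response on first addition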;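 also: peak minus trough fluorescence over baseline after final BAM8-22 challenge near maximal dose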
TRPC4 inh – inhibitors of mouse TRPC4 channel, primary screen, Fluo4 calcium, HEK293 TRPC4beta/mu-opioid cells | Short transient receptor potential channel 4 (Mus musculus), Q9QUQ5 | DAMGO-evoked Fluo4 calcium flux; hits give low values | B-score at 10 µM | 300,000 tested, 0.39% active | AID 2247, 2010;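 active = B-score over 3 SD under the library average, no early fluorescence shift, positive overall ratio signal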
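Signal: kinetic Fluo4 fluorescence imaging of calcium influx. Material: stable TRPC4beta/mu-opioid receptor HEK293 cells. Probe or stimulus: DAMGO in two steps, submaximal then maximal.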
MrgX1 ag – agonists of human MrgX1 receptor, primary screen, HEK293 cells, Fluo-4 calcium flux; Mas-related G-protein coupled receptor member X1 (Homo sapiens), Q96LB2; Fluo-4 calcium fluorescence, agonist mode; hits give high values; B-score at 10 µM; 310,000 tested, 0.44% active; AID 588627, 2011;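 active = calcium response B-score plate-corrected fluorescence ratio at least 3 library SD, with starting fluorescence B-score inside 5 SD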
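System – MrgX1-expressing HEK293 cells · Incubation – cells plated overnight, dye loaded 0.5 h 37 °C, 0.5 h room temperature · Technique – kinetic Fluo-4 NW fluorescence of intracellular calcium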
MrgX1 allo act – positive allosteric modulators of MrgX1, primary screen, HEK293 cells, Fluo-4 calcium flux; Mas-related G-protein coupled receptor member X1 (Homo sapiens), Q96LB2; FDSS; hits give high values; B-score at 10 µM; 310,000 tested, 0.63% active; AID 588675, 2011;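 active = plate-corrected calcium response at least 3 library SD above typical, normal starting fluorescence, not activating the receptor alone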;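 also: compound read alongside a low EC10 to EC30 dose of BAM8-22 agonist; peak minus trough fluorescence over baseline measured at the second addition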
PolyA inh – polyadenylation inhibitors in yeast reporter cells, primary screen, luminescence, S. cerevisiae | calls only at 12 µM | S. cerevisiae SKY197-pL101 polyadenylation reporter, beta-gal luminescence; efflux-impaired pdr1/pdr3 knockout yeast; score 100 = 6 SD above DMSO | 300,000 tested, 0.02% active;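 active = lowest replicate activity score at least 50, where 100 means six control SD above control mean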;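 also: yeast exposed to compound for 9 h at 30 °C; higher score means more reporter readthrough which indicates perturbed polyadenylation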
HIF act – HIF pathway transcriptional activators, primary screen, cell-based, U2OS HRE-luciferase, luminescence; 300,000 tested, 0.32% active; U2OS HRE-luciferase reporter; normalized: DMSO 0%, desferrioxamine 100%; activation, % at 7.5 µM (by protocol);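 active = mean activation of at least 10% of the iron chelator positive control signal, with at least half of replicates also reaching 10%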
AI-2 QS modul – Vibrio harveyi AI-2 quorum sensing modulators, primary screen, JMH597 strain, luminescence/OD600 ratio; Vibrio harveyi JMH597 AI-2 luminescence/OD600 ratio, 9 h; hits give low values; strain lacks LuxN and CqsS sensors; 0 = neutral-control median; activity change, % at 7.5 µM; 300,000 tested, 0.4% active; AID 2094, 2009; in the data active = activity change below about -75%, passing the limit was not always enough;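 also: luminescence divided by OD600 gain over 9 h not by final OD600 alone; inactives centre near 13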
TRPC4 PAM – positive allosteric modulators of TRPC4, primary screen, cell-based, mouse TRPC4beta, HEK293 mu-opioid, Fluo-4 calcium; B-score at 10 µM; DAMGO EC20, Fluo-4 Ca2+ flux; hits give high values; 310,000 tested, 0.42% active; Short transient receptor potential channel 4 (Mus musculus), Q9QUQ5;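 active = B-score of calcium response area above 5 SD of library B-scores, with initial fluorescence ratio within 5 SD of library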;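 also: B-score of integrated fluorescence ratio over time as area under calcium response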
Active calls of the source: *; i = inactive; . = not tested or not shown. Only part of the results is shown. The share of hits here may be higher or lower than overall.

Every second line gives: TRPC6 inhibitor, TRPC6 act, TRPC4 agonist, MrgX1 antag, TRPC4 inh, MrgX1 ag, MrgX1 allo act, PolyA inh, HIF act, AI-2 QS modul, TRPC4 PAM
1. CCN1CCN(C(=O)Cn2ncc3c2-c2ccccc2OC3)CC1
  i, i, i, i, i, i, i, i, -0.4, 10.8, i
2. COC(=O)c1c(C)n(-c2ccc(OC)cc2)c2ccc(O)cc12
  i, i, i, i, i, i, i, i, 1.3, -2.1, i
3. COc1cc(C)ccc1OCc1cc(C(=O)NCCN2CCCC(O)C2)no1 (configuration not stated)
  i, i, i, i, i, i, i, i, 0.1, 5.9, i
4. CN(C)S(=O)(=O)c1ccc(C(=O)OCc2nnc(-c3ccccc3)o2)cc1
  i, i, i, i, i, i, i, i, 0.4, -42.3, i
5. O=C(CSc1nnc(-c2ccc(S(=O)(=O)N3CCCC3)cc2)o1)NCc1ccco1
  i, i, i, i, i, i, i, i, -0.7, -83.4*, i
6. NS(=O)(=O)c1ccc(CNC(=O)/C=C/c2ccccc2[N+](=O)[O-])cc1
  i, i, i, i, i, i, i, i, 0.0, 14.2, i
7. S=C(NC1CCCCC1)N1CCN(C2CCCCC2)CC1
  i, i, i, i, i, i, i, i, 0.0, 6.0, i
8. O=C1OC[C@H](Cc2ccc3c(c2)OCO3)/C1=C\c1ccc2c(c1)OCO2
  i, i, i, -4.59*, i, i, i, i, 0.3, 18.0, i
9. CCc1cc2c(NCCO)ncnc2s1
  i, i, i, i, i, i, i, i, -41.2, 15.8, i
10. CC1CN(C(=O)CCNS(=O)(=O)c2ccc(Br)cc2)CC(C)O1 (configuration not stated)
  i, i, i, i, i, i, i, i, 0.2, 28.0, i
11. O=C(Cc1ccccc1)NCCC1=CCCCC1
  i, i, i, i, i, i, i, i, 0.6, 22.6, i
12. COc1ccccc1S(=O)(=O)Cc1ccc(C(=O)N2CCCC2)o1
  i, i, i, i, i, i, i, i, ., 35.1, i
13. COc1ccc(S(=O)(=O)N2CCOC2CNC(=O)C(=O)NCc2ccccn2)cc1 (configuration not stated)
  i, i, i, i, i, i, i, i, -0.7, 4.9, i
14. Cc1nc(-c2c(C(F)(F)F)noc2-c2ccc(O)cc2O)cs1
  i, i, i, i, ., i, i, i, -0.2, 9.9, i
15. CCOC(=O)c1nc(N)sc1C(=O)OCC
  i, i, i, i, i, i, i, i, -0.5, 12.1, i
16. O=C(CCN1CCN(c2ccccc2F)CC1)c1ccc(Br)cc1
  i, i, i, i, i, 40*, i, i, 0.2, 18.3, i
17. Cc1cccc(NC2SC(=O)N(c3ccccc3)C2=O)c1 (configuration not stated)
  i, i, i, i, i, i, i, i, 2.0, 10.4, i
18. COc1ccc(C2CC(c3ccccc3)=NN2C(=O)c2ccc(F)cc2)cc1 (configuration not stated)
  i, i, i, i, i, i, i, i, -0.4, 32.4, i
19. CCOc1ccc(NC(=O)CSc2nnnn2CC(=O)O)cc1
  i, i, i, i, i, i, i, i, -0.4, 1.9, i
20. CC1Cc2ccccc2N1C(=O)Cn1cnc2ccccc2c1=O (configuration not stated)
  i, i, i, i, i, i, i, i, -0.2, 17.9, i
21. CC1CCCN(c2ccc(C(=O)Nc3nnc(C4CC4)s3)cc2[N+](=O)[O-])C1 (configuration not stated)
  i, i, i, i, i, i, i, i, 0.0, 11.4, i
22. Fc1ccc(C2CC(c3ccccc3)Nc3ncnn32)cc1 (configuration not stated)
  i, i, i, i, i, i, i, i, 0.1, 5.4, i
23. COC(=O)C(CC(C)C)NC(=O)CNC(=O)c1ccccc1C (configuration not stated)
  i, i, i, i, i, i, i, ., 0.9, 19.9, i
24. COC(=O)c1ccc(NC(=O)C[n+]2ccccc2)cc1
  i, i, i, i, i, i, i, i, 1.6, 24.1, i
25. Nc1ccc(-c2nc3ccc(N)cc3[nH]2)cc1
  i, i, i, i, i, i, i, i, -1.3, 6.1, i
26. CC(C)CN1CCC(=O)N([C@H](CO)c2ccccc2)CC1
  i, i, i, i, i, i, i, i, -1.0, 23.9, i
27. COc1ccc(-c2cncnc2-c2ccc(OC)cc2O)cc1
  i, i, i, i, i, i, i, i, 0.8, 0.2, i
28. CC1CCC(NC(=S)NCCN(C)C)CC1 (configuration not stated)
  i, i, i, i, i, i, i, i, 3.5, 14.4, i
29. Cc1ccc2c(c1)N(CC(=O)N1CCCC1)C(=O)c1cccnc1O2
  i, i, i, i, i, i, i, i, 0.3, 5.0, i
30. CSc1ccc(C#N)cc1NC(=O)c1cccnc1Cl
  i, i, i, i, i, i, i, i, -0.3, 46.3, i
31. CCn1c(SCC(=O)N2CCCCCC2)nc2ccccc2c1=O
  i, i, i, i, i, i, i, i, 0.0, 17.1, i
32. CC1=C(C(=O)Nc2ccccc2)C(c2ccc3c(c2)OCO3)C2=C(CCCC2=O)N1 (configuration not stated)
  i, i, i, i, i, i, i, i, -0.2, -0.3, i
33. COCCCNC(=O)c1cc(-c2cccnc2)nc2ccccc12
  i, i, i, i, i, i, i, i, 0.4, 22.4, i
34. COc1ccc(N2CCN(Cc3cc(=O)oc4cc(C)c(Cl)c(C)c34)CC2)cc1
  i, i, i, i, i, i, i, i, 0.0, 32.6, i
35. Cc1nc2nc(C)c(CCC(=O)N3CCN(c4ccccc4)CC3)c(C)n2n1
  i, i, i, i, i, i, i, i, -0.7, 30.2, i
36. CCN(CC)C(=O)CCCSc1nnc(Nc2ccccc2F)s1
  i, i, i, i, i, i, i, i, 2.3, 10.5, i
37. COc1cccc(C(c2ccccc2)N2C3CCC2CN(S(=O)(=O)c2ccc(F)cc2)CC3)c1 (configuration not stated)
  i, i, i, i, i, i, i, i, -1.3, 2.6, i
38. O=C(NCc1nc2ccccc2[nH]1)C1=C[C@H](c2ccccc2)C[C@H](OCCCCO)O1
  i, i, i, i, i, i, i, i, 0.2, 23.0, i
39. CCOC(=O)c1cccc(NC(=O)c2cc(C)nn2-c2ccccc2)c1
  i, i, i, i, i, i, i, i, 1.2, 4.3, i
40. COC(=O)c1ccccc1OCC(=O)N1CCN(c2ccc(F)cc2)CC1
  i, i, i, i, i, i, i, i, 0.9, 9.1, i
41. O=C(COc1ccccc1)N1CCN(c2nnc(-c3ccccc3)c3ccccc23)CC1
  i, i, i, i, i, i, i, i, -0.1, 13.2, i
42. CC1=C/C(=N\Nc2ccccc2[N+](=O)[O-])CC(C)(C)C1
  i, i, i, i, i, i, i, i, 0.0, 15.3, i
43. O=C(O)CSCc1nc2ccccc2[nH]1
  i, i, i, i, i, i, i, i, -0.7, 15.6, i
44. COC(=O)c1ccc2nc(-c3ccc(S(C)(=O)=O)cc3)cn2c1
  i, i, i, i, i, i, i, i, 1.9, 17.8, i
45. COc1ccccc1/C=N/NC(=O)c1ccc(=O)n(C)c1
  i, i, i, i, i, i, i, i, -0.4, 3.8, i
46. CCN(CC(=O)Nc1c(F)cccc1F)C(=O)c1ccc(C(=O)c2ccccc2)cc1
  i, i, i, i, i, i, i, i, -1.7, 3.3, i
47. COc1ccc(S(=O)(=O)N2CCN(Cc3cccnc3)CC2)cc1
  i, i, i, ., i, ., ., i, 0.7, 18.0, i
48. Cc1ccc(-c2noc(-c3ccoc3C)n2)cc1
  i, i, i, i, i, i, i, i, 1.6, 9.9, i
49. Cc1ccc(-c2nnc(CSc3nncn3N)o2)cc1
  i, i, i, i, i, i, i, i, 0.2, 5.8, i
50. O=C(Nc1ccc2ccccc2c1)c1onc2c1CCCC2
  i, i, i, i, i, i, i, i, 1.6, -11.5, i
51. COC(=O)c1cccnc1NC(=S)NC(C)C
  i, i, i, i, i, i, i, i, -0.5, 24.4, i
52. COc1ccc(N2C(=O)CCC(C(=O)N3CCCCCC3)C2c2ccc(OC)c(OC)c2)cc1 (configuration not stated)
  i, i, i, i, i, i, i, i, -0.8, 31.3, i
53. CC(C)CN1CCC(Oc2cccc(C(=O)NCCc3ccccc3)c2)CC1
  i, i, i, i, i, i, i, i, 1.5, 11.9, i
54. CC1(NC(=O)CC[N+](C)(C)CCO)CS(=O)(=O)CC1S(=O)(=O)[O-] (configuration not stated)
  i, i, i, -5.25*, i, i, i, i, -0.2, 4.0, i
55. COc1ccc(Cn2c(SCC(=O)NCc3ccco3)nc3ccsc3c2=O)cc1
  i, i, i, i, ., i, i, i, -0.1, 6.6, i
56. O=C(COC(=O)c1cc[n+]([O-])cc1)Nc1ccc2c(c1)OCCO2
  i, i, i, i, i, i, i, i, -0.1, -4.4, i
57. COc1ccccc1-c1nn2c(-c3ccco3)nnc2s1
  i, i, i, i, i, i, i, i, 3.2, 5.4, i
58. COc1ccccc1N=NC1C(=O)N(C(N)=S)N=C1C (configuration not stated)
  i, i, i, i, i, i, i, i, 2.1, 17.3, i
59. Cc1cc(CSc2ccccc2)ccc1NC(=O)c1cccc([N+](=O)[O-])c1
  i, i, i, i, i, i, i, i, -0.8, 16.0, i

Assay outcomes from PubChem.
